# Compound activity as filed in PubChem BioAssay.
# hiPSC survival: increases survival of single human iPS cells; hiPSC single-cell survival, ATPlite luminescence; 100% = ROCK inhibitor wells, 0% = DMSO; survival enhancement, % at 20 µM; 0.044% of 360,000 active; AID 602274; in the data active means survival enhancement above about 18%;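 further: cells exposed to compounds for 16 hours before the ATP read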
# PDI inh: blocks human protein disulfide isomerase activity; PDI insulin aggregation turbidity, A650, 90 min; inhibition, % at 10 µM; 0.052% of 350,000 active;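 active means mean inhibition across replicates of 30% or more, whatever share of single replicates reach that level; inconclusive means mean inhibition below 30% while every single replicate reaches 30%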;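 further: absorbance from insulin aggregation driven by PDI reduction with DTT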
# Target sequence (P07237 whole entry, looked up): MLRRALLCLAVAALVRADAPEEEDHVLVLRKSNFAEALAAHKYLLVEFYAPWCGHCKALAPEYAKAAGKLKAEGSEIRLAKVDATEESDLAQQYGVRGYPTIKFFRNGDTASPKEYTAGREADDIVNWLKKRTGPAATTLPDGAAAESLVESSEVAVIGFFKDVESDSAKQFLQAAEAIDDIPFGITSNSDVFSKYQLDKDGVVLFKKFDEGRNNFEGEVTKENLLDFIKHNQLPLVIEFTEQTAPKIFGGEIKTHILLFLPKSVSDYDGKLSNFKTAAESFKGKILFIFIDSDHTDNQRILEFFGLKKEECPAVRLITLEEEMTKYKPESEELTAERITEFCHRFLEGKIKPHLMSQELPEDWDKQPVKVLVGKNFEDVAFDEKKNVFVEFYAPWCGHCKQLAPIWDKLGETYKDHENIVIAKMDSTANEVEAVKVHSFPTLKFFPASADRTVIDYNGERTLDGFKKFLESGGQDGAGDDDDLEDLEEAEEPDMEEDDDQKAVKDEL
# HTR2A ag: activates the mouse 5-HT2A serotonin receptor; P35363; CHO-K1 mHTR2A beta-arrestin complementation, luminescence; percent of 30 µM serotonin response; activation, % at 7.6 µM; 0.66% of 360,000 active; AID 624169;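 active means activation above a run cutoff, the mean activation of all tested compounds plus 3 SD, cut at about 14% in these data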;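 further: 0% = plate median of compound wells and 100% = 30 µM serotonin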
# Shn3 3UTR inh: inhibitors of Schnurri-3 3'UTR reporter in osteoblasts | Clone20 osteoblast Shn3 3'UTR firefly luciferase, 24 h | inhibition, % at 12.5 µM | 0.52% of 360,000 active;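 active means mean inhibition of at least 75% with every replicate also reaching 75%; inconclusive means mean inhibition at least 75% but some replicate below; inactive means mean inhibition below 75%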;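 further: 0% = median of neutral control wells and 100% = pilot-screen positive control compound; some compounds past the cut are filed as inactive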
# Peg3 prom inh: inhibitors of Peg3 promoter; HeLa PEG-Prom luciferase reporter, luminescence, overnight; inhibition, % at 20 µM; 1.7% of 360,000 active; AID 588405;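 active means inhibition of at least 50% at 20 µM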
# NR2E3 ag-1: human photoreceptor-specific nuclear receptor agonism | CHO-S Gal4-NCOR/VP16-NR2E3 two-hybrid, luciferase | 0.35% of 360,000 active | AID 602229 | inhibition of corepressor binding, % at 3.98 µM;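 active means inhibition above the mean of all tested compounds plus 3 SD, cut at about 70% in these data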;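 further: 0% = DMSO with NR2E3 transfected cells and 100% = cells lacking NR2E3 construct; higher means lower luciferase signal from less NR2E3 corepressor binding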
# Target sequence (Q9Y5X4 whole entry, looked up, the tested form may be a part): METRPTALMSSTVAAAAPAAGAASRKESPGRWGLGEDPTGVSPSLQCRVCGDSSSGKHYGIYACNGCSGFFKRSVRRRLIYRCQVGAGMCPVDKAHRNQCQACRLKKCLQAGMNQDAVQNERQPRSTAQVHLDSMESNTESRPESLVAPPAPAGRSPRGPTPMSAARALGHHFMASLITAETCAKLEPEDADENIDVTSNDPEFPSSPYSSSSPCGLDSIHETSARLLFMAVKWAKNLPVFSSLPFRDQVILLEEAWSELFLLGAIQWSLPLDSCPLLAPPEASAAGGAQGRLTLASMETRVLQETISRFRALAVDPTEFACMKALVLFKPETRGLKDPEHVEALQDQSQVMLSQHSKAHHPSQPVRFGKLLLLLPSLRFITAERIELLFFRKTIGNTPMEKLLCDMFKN
# Cardio protect: modulators protecting cardiomyocytes from myocardial damage; H9c2 cardiomyocytes, H2O2 injury protection, ATPLite, 2 h; protection from H2O2 cell death, % at 20 µM; 0.63% of 360,000 active; AID 588492;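 active means compounds giving at least 50% protection of heart cells from peroxide-induced death in the single-dose screen, raw or plate-pattern-corrected value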;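 further: 0% = DMSO wells with peroxide and 100% = DMSO wells without peroxide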
# HIF-2a block: HIF-2a inhibition; 786-0 RCC cells HIF-2a reporter, luciferase luminescence, overnight; 0.72% of 360,000 active; inhibition, % at 18.8 µM;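 active means inhibition of the luminescence signal of 40% or more relative to plate controls, in a single-dose primary screen at 18.75 µM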
# MITF TRPM1 inh: MITF TRPM1 promoter inhibition in SK-MEL-5 cells; inhibition, % at 12.5 µM; AID 488899; SK-MEL-5 TRPM1 promoter luciferase, 24 h; 0.83% of 330,000 active;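 active means mean inhibition across replicates of 60% or more, whatever share of single replicates reaches that level; inconclusive means some that reach 60%, reason not given; inactive means mean inhibition across replicates below 60%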; further: values of inactives mirror those of a sister screen read the other way
# NR2E3 ag-2: activates human photoreceptor nuclear receptor NR2E3; GST-NR2E3/biotin-RetCOR TR-FRET, 1536-well; AID 2300; 0.12% of 320,000 active; Q9Y5X4; inhibition of corepressor binding, % at 4.78 µM;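 active means percent inhibition above the cutoff of mean plus 3 SD of all tested compounds, set per screening campaign, cut at about 20% in these data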;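 further: 0% = DMSO wells and 100% = biotin wells as full block of FRET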
#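 Test system – NR2E3–RetCOR corepressor complex · Quantity – NR2E3 fusion 1.35 nM · Buffer or medium – Tris pH 7.5 · Incubation – Compound–protein incubation for 5 h at 4 °C · Technique – TR-FRET, Eu(K)-anti-GST donor, streptavidin-D2 acceptor, ex 340, em 617/671 nm · Evaluation – percent inhibition of 671/617 nm emission ratio versus biotin and DMSO controls · Plate – 1536-well format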
# CaV13 ICDI inh: Disruptors of the CACNA1D IQ motif to Ca2+-dependent inactivation inhibitor domain association, primary screening, Förster resonance energy transfer in intact living …; HEK cells, CFP/YFP FRET ICDI-IQ, plate reader, 10 min; percent FRET-ratio fall versus neutral wells; inhibition, % at 12.3 µM; 0.098% of 340,000 active;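 active means mean replicate inhibition of at least 30% and at least 1% of replicates passing that level; inconclusive means only one of the two criteria is met; inactive means neither criterion is met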;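 further: 0% = median of the neutral control wells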
# An asterisk follows results filed as active; ? = inconclusive; · = no result given.
# The first 2 records (preview)
SMILES,hiPSC survival,PDI inh,HTR2A ag,Shn3 3UTR inh,Peg3 prom inh,NR2E3 ag-1,Cardio protect,HIF-2a block,MITF TRPM1 inh,NR2E3 ag-2,CaV13 ICDI inh
CN(CCCCCCN(C)Cc1ccccc1O)Cc1ccccc1O,-1.0,-1,-3,14,-11,16,11,18,7,2,-5
COc1ccccc1CC(=O)N1CCN(c2ccccc2F)CC1,-0.7,-3,2,11,9,6,-4,9,4,1,-5

# The whole of this part, previewed entries included:
SMILES,hiPSC survival,PDI inh,HTR2A ag,Shn3 3UTR inh,Peg3 prom inh,NR2E3 ag-1,Cardio protect,HIF-2a block,MITF TRPM1 inh,NR2E3 ag-2,CaV13 ICDI inh
CN(CCCCCCN(C)Cc1ccccc1O)Cc1ccccc1O,-1.0,-1,-3,14,-11,16,11,18,7,2,-5
COc1ccccc1CC(=O)N1CCN(c2ccccc2F)CC1,-0.7,-3,2,11,9,6,-4,9,4,1,-5
C1=CC2c3ccccc3NC(c3ccncc3)C2C1 (stereo unspecified),-0.9,21,3,1,1,0,26,14,4,-1,-5
CCOC(=O)c1cnc(SCC(=O)OC)nc1N,2.0,-8,26*,-17,-27,-10,5,-5,·,2,-3
COc1cccc(CNC(=O)c2ccccc2SCC(=O)N2CCCC2)c1,-0.5,-2,-3,-38,2,-13,4,2,4,-2,-17
COc1ccc(NS(=O)(=O)c2cccc(C(=O)NCCc3ccc(S(N)(=O)=O)cc3)c2)cc1,-0.2,-8,-6,-16,4,14,-7,7,3,0,-6
CC(=O)NCCc1ccc(O)cc1,1.5,·,-2,-5,6,-21,5,9,3,1,·
COc1cc(C(=O)Nc2c(C(=O)O)[nH]c3ccc(C)cc23)cc(OC)c1OC,-0.5,-1,7,10,16,2,3,21,12,·,-19
O=C(Nc1ccccc1Cl)c1ccc2nsnc2c1,1.4,3,-1,-56,-218,-109,-11,-194,-60,5,-5
O=C(CSc1nnc2ccc(-c3ccccn3)nn12)Nc1ccccc1F,0.8,-6,5,-6,7,-5,2,8,4,4,-6
C/C(=N\NC(=O)c1c(Cl)cnn1C)c1cccc(NC(=O)COc2ccccc2)c1,2.5,22,0,-41,-51,25,16,-91,-72,-4,-5
CCc1nc(SCC(=O)NNC(=O)c2ccc(OC)cc2)c2ccccc2n1,-0.7,-3,-4,13,5,-9,10,7,16,1,-2
O=C(Nc1ccncc1)Nc1ccc(F)c(Cl)c1,0.0,-3,-4,18,-91,-3,-13,-75,-35,1,6
Cc1ccc(-c2nn(-c3ccccc3)cc2NC(=O)CCl)cc1,-1.1,4,-4,5,105*,-12,-27,-76,51,-3,-19
Cc1ccc(OC(=O)CCC(=O)Nc2ccc(S(=O)(=O)Nc3cc(C)on3)cc2)cc1,0.7,-3,1,-21,9,10,-1,2,-11,1,·
Cc1ccc(S(=O)(=O)N2CCN(C(=O)CN3C(=O)c4ccc([N+](=O)[O-])cc4C3=O)CC2)cc1C,3.1,-8,12,-39,-3,-20,14,3,3,3,-6
O=C(CN1C(=O)CCC1=O)Nc1ccc2c3c(cccc13)CC2,-0.6,14,-1,2,3,-22,8,8,0,3,-3
COC(=O)CCCC[C@@H]1O[C@H](CCc2ccccc2)Cc2[nH]c(=S)[nH]c(=O)c21,-0.6,·,-2,·,·,-6,·,-5,·,·,-5
COc1ccc([N+](=O)[O-])cc1NC(=O)c1ccccc1N(C)S(C)(=O)=O,0.7,3,2,-44,9,14,6,18,-2,2,-4
COCC(=O)Nc1cc(C)cn(Cc2ccc(F)cc2)c1=O,-0.4,-3,10,-25,2,-7,3,-20,-5,-2,-6
Cc1cc(C)c(C)c(S(=O)(=O)NC(C(=O)O)C(C)C)c1C (stereo unspecified),4.9,7,0,9,3,-5,9,11,-1,2,-6
CCCCn1c(NC(=O)c2ccccc2)nc2ccccc21,-0.3,-5,-8,-7,-10,3,81*,-45,7,5,-4
COc1cccc(Oc2ccc(S(=O)(=O)N3CCCC3)cc2[N+](=O)[O-])c1,0.1,-8,-11,11,15,0,-8,5,6,2,-3
COc1ccnc(Oc2ccc(F)cc2)c1C(=O)N/C=N/OCc1c(Cl)cccc1Cl,-1.1,-3,-1,-18,9,-16,8,11,-15,-3,·
O=C(NNc1ccc(Cl)cc1)c1c(F)cccc1Cl,-0.6,11,4,-1,6,-28,0,18,12,2,-5
COc1ccc([C@@H]2C[C@H](c3ccccc3)Oc3cc(C)cc(C)c32)cc1,-1.7,-2,-2,17,21,-18,-12,14,4,·,-6
O=C(COc1cc2oc(=O)c3c(c2cc1Cl)CCC3)Nc1ccccn1,-0.4,1,2,13,-26,2,2,-48,-4,-4,-2
O=C1CSC(=S)N1Cc1cccnc1,-2.2,-2,-2,19,96*,-6,-7,47*,22,0,·
C[C@H](CO)N1C[C@H](C)[C@@H](CN(C)S(C)(=O)=O)Oc2ccc(NC(=O)c3ccncc3)cc2C1=O,0.4,-5,8,-7,-6,-5,0,8,-3,·,-5
Fc1ccc(-c2ccc3c(c2)C2CC3CCN2)cc1 (stereo unspecified),-1.6,-8,5,-10,22,19,-1,7,-4,·,-3
O=C(C[C@@H]1C/C=C\CCCC(=O)OC[C@@H](c2ccccc2)NC1=O)NCCO,-1.7,-5,8,-35,11,-7,3,4,-7,·,-10
COc1ccccc1CC(NC(C)=O)C(=O)NC1CCN(C(=O)c2ccc(C)cc2)CC1 (stereo unspecified),-0.5,-6,-6,-10,4,-27,-2,9,8,0,-7
O=[N+]([O-])c1ccc(Oc2cccnc2)nc1,-0.2,-7,5,-14,5,1,0,13,7,6,4
CC(C)(C)c1cc(C(=O)NCCN2CCCC2)cc(C(C)(C)C)c1,-2.5,-3,-6,-18,11,-5,4,13,-11,1,-9
Cc1ccc(NC(=O)CCn2nc(C)cc2C)cc1,-3.3,-5,1,-10,-3,-27,0,-6,0,2,-4
CC(=O)C1=NN(c2ccccc2)C2(S1)S/C(=C\c1ccccc1)C(=O)N2c1ccccc1 (stereo unspecified),8.1,-29,4,12,10,17,-10,-3,13,-1,·
COc1ccc(-c2nc(S(=O)(=O)c3ccccc3)c(N3CCOCC3)o2)cc1,-0.9,-7,8,-5,16,-24,-3,14,-3,0,-2
O=C1CCC/C(=N/NC(=O)c2cc(NS(=O)(=O)c3cccs3)cc(NS(=O)(=O)c3cccs3)c2)C1,-0.1,6,-5,6,-1,-30,6,2,-5,5,-16
COc1ccc(Cl)cc1NC(=O)CCn1c(=O)oc2ccccc21,-0.5,-6,-2,4,10,4,-1,4,4,0,-7
CCOC(=O)CN/C=C(\C#N)c1ccc(F)cc1,1.2,-2,7,-29,-7,-33,-8,15,20,8,10
Cc1ccc(SCC(=O)c2sc(-c3ccccc3)nc2C)cc1,-0.8,?,0,16,-10,-28,-1,-13,2,-1,·
CC1CCC(C(C)C)C(=O)/C1=C\c1ccc(NC(=O)CCC(=O)O)cc1 (stereo unspecified),-2.2,1,-1,-4,-2,2,11,26,4,1,-5
Cc1nc([N+](=O)[O-])cn1C(C)C,-0.2,-4,-3,13,14,-23,-3,8,-9,2,-11
CCn1cc(C(=O)NCc2ccccn2)c(=O)c2cc(F)c(N3CCN(C)CC3)cc21,-2.2,5,0,1,14,1,1,18,-8,4,·
CCOC(=O)C1=C(C)N(Cc2ccc(C(=O)O)cc2)C(=O)NC1c1ccc([N+](=O)[O-])cc1 (stereo unspecified),3.5,-10,-4,-27,-10,-5,10,6,-2,2,-5
CC(CN1CCN(C)CC1)OC(=O)c1ccc(Cl)cc1Cl (stereo unspecified),3.0,-4,-2,-20,7,5,7,3,4,0,-8
NS(=O)(=O)c1ccc(NC(=S)NNC(=O)c2ccc(Br)o2)cc1,1.6,-1,1,4,5,-16,-1,5,-9,0,-10
CC(C)CNC(C(=O)Nc1ccc([N+](=O)[O-])cc1Br)c1ccccc1 (stereo unspecified),-1.4,-5,-1,-31,15,13,-12,-7,-3,-3,-5
COc1cc(OC)cc(-c2c(-c3cccs3)c3cc(-c4ccc5[nH]ccc5c4)ccc3n2C)c1,2.6,0,5,12,15,8,-7,26,2,3,-6
O=C1/C(=C\Nc2ccc(Cl)cc2)CCN1c1ncccn1,-0.8,-13,-4,-11,-169,-68,4,-100,-47,-2,·
CCOC(=O)C1CCCN(c2c(C(=O)c3ccccc3)cnc3ccccc23)C1 (stereo unspecified),3.9,2,-4,-2,22,12,9,14,-25,-3,-20
CN(C)c1cccc(-c2csc(N3CCC(C(N)=O)CC3)n2)c1,-2.5,0,7,-71,-390,-155,-16,-220,-74,·,-7
CN(CC(=O)Nc1ccc(OC(F)(F)F)cc1)C(=O)c1ccc(N2CCCC2=O)cc1,-1.3,24,0,13,-1,18,-15,11,17,2,-3
CC(C)C(=O)NNC(=O)CSc1ncnc2c1cnn2-c1ccccc1Cl,-0.5,3,-1,-9,-10,-8,-1,-17,6,4,-20
O=C(COc1cccnc1[N+](=O)[O-])Nc1cccc(S(=O)(=O)N2CCOCC2)c1,0.6,6,-2,4,3,-2,1,8,2,1,-7
CSc1ccccc1NC(=O)CSCc1ccccc1Br,1.9,-2,1,-27,-12,17,1,-25,5,-4,·
CCc1ccccc1OCC(=O)Nc1ccc(F)c(S(=O)(=O)N2CCOCC2)c1,-0.6,2,-10,-4,-4,-14,9,-2,-4,·,-2
CC1CCC2(CC1)NC(=O)N(CC(=O)N1CC(C)CC(C)C1)C2=O (stereo unspecified),-0.3,0,-4,1,8,-13,7,5,·,·,-3
Cc1ccc(C2NC(=O)Cc3ccccc32)cc1 (stereo unspecified),0.5,-4,0,-15,5,-4,0,18,-7,3,·
Cc1noc(C)c1-c1ccc(C(=O)NCc2cccc(Cl)c2)c2occc12,-0.7,-1,-5,-10,-39,-23,-3,-151,·,·,-10
CC1CCCCC12NC(=O)N(CC(=O)Nc1ccc(S(=O)(=O)Nc3ncccn3)cc1)C2=O (stereo unspecified),-0.4,2,-1,-6,-10,16,5,9,-5,-2,-2
CN(CC(=O)Nc1ccc(Cl)c(Cl)c1)C(=O)CNC(=O)C1CCCCC1,-0.8,6,2,2,18,-1,-3,5,-8,-1,-2
CCc1noc(C)c1C(=O)N(C)CC(=O)Nc1cccc(OC)c1,-0.1,-5,-7,-10,2,-35,1,-8,·,-2,-6
